NPSR antag = qHTS Assay for Antagonists of the Neuropeptide S Receptor: cAMP Signal Transduction | Q6W5P4 | CHO-NPSR cells, cAMP TR-FRET, antagonist mode | Potency, µM (titrated, usually from 38.3 µM), for the others: top-dose activity change, negative = inhibition, hits mostly inhibitors | hit rate 1% among 220,000 | AID 1461, 2008; note: potency is the fitted concentration of half-maximal effect; % is set by controls: 0 for no effect and ±100 for the full control effect; nearly all actives have a fitted effect of over 50% in size; many of its hits are not listed in these tables
Luc counter = Counterscreen for Luciferase (Kinase-Glo TM) Inhibition; Luciferin 4-monooxygenase (Photuris pensylvanica), Q27757; Potency, µM (top dose mostly 38.3 µM), without a hit: top-dose activity change, negative = inhibition, most hits filed as inhibitors; Kinase-Glo luciferase, ATP luminescence, 8 min; AID 1379, 2008; hit rate 0.28% among 200,000; note: potency is the fitted concentration of half-maximal effect; % is set by controls: 0 for no effect and ±100 for the full control effect; nearly all actives have a fitted effect of over 60% in size
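Luminescence was the read-out, taken after 8-minute incubation at ambient temperature. Luciferase turned over luciferin with 10 uM ATP in imidazole pH 7.2 buffer containing KCl, MgCl2, Tween 20 and BSA.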
Epigenetic reg = Quantitative High-Throughput Screen for Regulators of Epigenetic Control; murine LDR cells, GFP reporter derepression, 30 h; Potency, µM (top dose mostly 53.9 µM), for inactives: at the top dose GFP activation, hits mostly activators; hit rate 0.2% among 280,000; note: potency is the fitted concentration of half-maximal effect; % of control where 0% means no effect; nearly all actives have a fitted effect of over 60% in size
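In this reporter-derepression format, murine cells bearing a silenced integrated CMV-GFP locus incubate with test compound (30 h, 37 C), then are washed and imaged; fluorescent objects of 20–120 um count as induced cells.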
CBFb-RUNX1 inh = qHTS Assay for Compounds Blocking the Interaction Between CBF-beta and RUNX1 for the Treatment of Acute Myeloid Leukemia | Runt-related transcription factor 1 (Homo sapiens) + Core-binding factor subunit beta … | AlphaScreen CBFb-His/RUNX1-biotin binding, biochemical | Potency, µM (doses to about 59.8 µM), for inactives: at the highest dose activity, negative = inhibition, usual class: inhibitors | 230,000 tested, under 10 active; note: % of control where 0% means no effect
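CBFb-His/RUNX1-biotin, 30 nM each, preincubated 20 min RT; compound 15 min RT; Ni + streptavidin beads 50 ng each, 90 min RT; AlphaScreen read.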
HTT aggregate = qHTS Multiplex Assay to Identify Dual Action Probes in a Cell Model of Huntington: Aggregate Formation (GFP); PC12 HttQ103-GFP aggregates, Acumen cytometry, 40 h; Potency, µM (doses to about 46.1 µM), for the others: at the highest dose activity change, negative = inhibition, actives largely listed as inhibitors; hit rate 1.1% among 220,000; AID 1688, 2009; note: potency is the fitted concentration of half-maximal effect; % is set by controls: 0 for no effect and ±100 for the full control effect; nearly all actives have a fitted effect of over 60% in size
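Compounds (qHTS titration) were added to PC12 cells expressing an ecdysone-driven HTT exon 1 Q103–GFP fusion after induction with 100 nM tebufenozide. Aggregate formation was measured as GFP objects in cell lysates.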
L3MBTL1 inh = qHTS Assay for the Inhibitors of L3MBTL1; Lethal(3)malignant brain tumor-like protein 1 (Homo sapiens), Q9Y468; AlphaScreen L3MBTL1–H3K9me1 peptide binding; Potency, µM (highest dose often 57.1 µM), for the others: at the highest dose activity, negative = inhibition, most hits filed as inhibitors; hit rate 0.66% among 230,000; AID 485360, 2010; note: potency is the fitted concentration of half-maximal effect; % is set by controls: 0 for no effect and ±100 for the full control effect; nearly all actives have a fitted effect of over 60% in size
Target sequence (Q9Y468 whole entry, looked up): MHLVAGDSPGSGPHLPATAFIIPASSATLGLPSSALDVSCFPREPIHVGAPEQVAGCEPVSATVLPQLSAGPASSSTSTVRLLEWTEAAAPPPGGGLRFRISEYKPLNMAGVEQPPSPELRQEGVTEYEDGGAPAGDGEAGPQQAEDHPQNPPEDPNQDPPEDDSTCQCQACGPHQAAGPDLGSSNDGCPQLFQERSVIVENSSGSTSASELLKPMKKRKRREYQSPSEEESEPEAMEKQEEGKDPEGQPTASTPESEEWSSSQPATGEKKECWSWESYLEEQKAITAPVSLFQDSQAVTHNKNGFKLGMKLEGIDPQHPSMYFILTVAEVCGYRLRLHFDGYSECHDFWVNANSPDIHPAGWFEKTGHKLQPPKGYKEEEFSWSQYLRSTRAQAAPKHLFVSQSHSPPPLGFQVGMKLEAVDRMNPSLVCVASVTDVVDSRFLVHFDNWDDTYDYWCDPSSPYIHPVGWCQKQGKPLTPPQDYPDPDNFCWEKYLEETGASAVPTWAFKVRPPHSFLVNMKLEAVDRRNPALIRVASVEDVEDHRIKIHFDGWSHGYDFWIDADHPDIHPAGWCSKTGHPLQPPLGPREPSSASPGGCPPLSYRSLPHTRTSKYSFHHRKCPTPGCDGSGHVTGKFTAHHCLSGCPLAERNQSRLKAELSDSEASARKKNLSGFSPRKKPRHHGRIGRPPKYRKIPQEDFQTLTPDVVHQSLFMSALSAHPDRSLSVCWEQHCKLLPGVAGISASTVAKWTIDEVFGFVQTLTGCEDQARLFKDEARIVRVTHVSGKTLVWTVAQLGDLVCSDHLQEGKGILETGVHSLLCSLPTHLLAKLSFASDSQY
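First, the protein-peptide complex forms for 30 min at room temperature (L3MBTL1 50 nM, biotinylated H3K9me1 peptide 75 nM). Next, compounds are pin-transferred and incubated 30 min. Finally, AlphaScreen beads are added and read after 30 min.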
IMPase Li cell = qHTS Assay for Identifying the Cell-Membrane Permeable IMPase Inhibitors: Potentiation with Lithium | AID 1457, 2008 | Potency, µM (titrated, usually from 59.4 µM), for inactives: top-dose activity, negative = IMPase inhibition, usual class: inhibitors | hit rate 0.35% among 210,000 | CHO-M1 cells, IP1 TR-FRET (IP-One), carbachol + lithium;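 note: IP1 builds up when IMPase is blocked and the TR-FRET signal falls; potency is the fitted concentration of half-maximal effect; plate controls were basal vehicle for no effect and high inhibitor control for full effect; nearly all actives have a fitted effect of over 50% in size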
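IP1 accumulation measured by competitive TR-FRET in lysed CHO-M1 cells after 30 min compound exposure at 37C, with a small lithium addition to potentiate weak responses. Hill-equation AC50 from ratio and donor-channel data.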
Numbers without * were called inactive; u = inconclusive; x = no result given; & = joins results of further samples; [ ] = another dose, or the depositor's remark. Calls come from the whole dose curve; as a rule, active = well fitted curve in the direction sought with a large enough effect; inconclusive = small, poorly fitted or top-dose-only effect, or another doubt; inactive = no such curve, though single readings can be large; an effect the other way counts as inactive or inconclusive.

Second line of a record: NPSR antag	Luc counter	Epigenetic reg	CBFb-RUNX1 inh	HTT aggregate	L3MBTL1 inh	IMPase Li cell
COc1ccc(OC)c(N2C(=O)NC(=O)C3(Cc4cc(C)ccc4N(C)C3)C2=O)c1 (centres undefined)
 : -20%[46.1 µM]	1%	-0.7%	-3%	8%	0%	2%[38.3 µM]
CC(=O)Nc1ccccc1C(=O)OCc1ccc(C(=O)c2ccccc2)cc1
 : u	2%	2.8%	5%	u	7%	-2%[38.3 µM]
Cc1c(NP(=S)(C(C)(C)C)C(C)(C)C)c(=O)n(-c2ccccc2)n1C
 : -5%	3%	3.4%	-2%	15%	2%	20%
CC/C(=N\N1CCCCCC1)c1c(O)n(-c2ccccc2C)c(=O)[nH]c1=O
 : 0%	4%	-1.0%	-6%	-13%	7%	4%
O=P1(Nc2ccc(F)cc2)COc2ccccc2OC1
 : -3%[46.1 µM]	1%	2.9%	0%	-1%	-1%	-16%[38.3 µM]
C[C@]12Cc3cn4c(nc3C=C1CCC1C2CC[C@@]2(C)[C@H]1CC[C@@]2(O)C#N)nc1ccccc14 (some centres undefined)
 : -21%[46.1 µM]	-2%	2.2%	1%	x	x	-12%
CCn1c(O)c(C=NCCc2c[nH]c3ccccc23)c(=O)[nH]c1=O
 : -7%[46.1 µM]	1%	2.2%	1%	-7%	3%	30%[38.3 µM]
COc1cccc(CNC(=O)CSc2ccc(-c3ccco3)nn2)c1
 : -5%	0%	0.1%	u	-15%	x	-15%
COc1ccccc1N1C(=O)NC(=O)/C(=C/c2ccc3c4c(cccc24)CC3)C1=O
 : 10µM*	x	0.9%	-5%	18%	u	x
C/C=C1/C[C@@H](C)[C@](O)(CO)C(=O)OCC2=CCN3CC[C@@H](OC1=O)C23 (some centres undefined)
 : x	0%	-1.6%	u	x	x	9%
CCCCCCn1c(O)c(C=NCCCn2ccnc2)c(=O)[nH]c1=O
 : -9%[46.1 µM]	0%	-3.2%	7%	1%	-6%	3%[38.3 µM]
CN1c2ccc([N+](=O)[O-])cc2CC2(C(=O)NC(=O)N(c3ccccc3)C2=O)C1c1ccccc1 (centres undefined)
 : -21%	1%	0.0%	1%	1%	-4%	10%
Cc1cc(NC(=O)CCC(=O)N2CCC3(CC2)OCCO3)no1
 : -2%[46.1 µM]	-2%	-1.2%	2%	5%	34%	-5%[38.3 µM]
Nc1ncnc2c1ncn2[C@@H]1O[C@H](COP(=O)(O)CP(=O)(O)O)[C@@H](O)[C@H]1O
 : x	x	0.0%	16%	x	x	u
CCCSc1nc(O)c(CC)c(=O)n1C(C)CC (centres undefined)
 : -16%[46.1 µM]	1%	0.0%	2%	5%	x	-5%[38.3 µM]

Four compounds from above with just Epigenetic reg:
| SMILES | Epigenetic reg |
| --- | --- |
| Nc1ncnc2c1ncn2[C@@H]1O[C@H](COP(=O)(O)CP(=O)(O)O)[C@@H](O)[C@H]1O | 0.0% |
| O=P1(Nc2ccc(F)cc2)COc2ccccc2OC1 | 2.9% |
| CCCSc1nc(O)c(CC)c(=O)n1C(C)CC (centres undefined) | 0.0% |
| CC(=O)Nc1ccccc1C(=O)OCc1ccc(C(=O)c2ccccc2)cc1 | 2.8% |

Next compounds follow.
Second line of a record: NPSR antag	Luc counter	Epigenetic reg	CBFb-RUNX1 inh	HTT aggregate	L3MBTL1 inh	IMPase Li cell
Cc1ccc(NP(=O)(c2ccccc2)c2nc3ccccc3s2)cc1 (centres undefined)
 : -38%	0%	-1.1%	-13%	-11%	x	-9%
Cc1ccc(N2C(=O)CC(=O)NC2=O)cc1
 : -11%[46.1 µM]	-5%	-0.7%	5%	13%	x	-15%[38.3 µM]
C1CCC(NC2CCCCC2)CC1
 : x	x	x	11%&8%[21.7 µM]	-9%	1%	8%&2%
CC(Cc1cccc(C(F)(F)F)c1)NCCCc1ccccc1 (centres undefined)
 : x	x	6.3%	u	x	x	-7%
O/N=C/c1c[nH]c2ccccc12
 : 9%[46.1 µM]	-1%	1.3%	6%	u	-3%	26%[38.3 µM]
CCOC(=O)C(O)(c1ccc(N(CC)C(=O)COc2ccccc2)cc1)C(F)(F)F (centres undefined)
 : -39%	2%	0.0%	-1%	8%	2%	13%
CC(=NCCC1=CCCCC1)c1c(O)n(-c2ccccc2)c(=O)[nH]c1=O
 : 28%	x	0.5%	-1%	22%[9.22 µM]	-4%	x
CC(C)c1cc2c(c(O)c1O)[C@@]1(C(=O)O)CCCC(C)(C)[C@@H]1CC2
 : x	1%[39.9 µM]	u	-20%	x	x	24%
CCN1CCN(c2ccc(NC(C)=O)cc2Cl)CC1
 : 13%	-1%	-11%	2%	-2%[9.22 µM]	-4%	10%
CCOC(=O)C(O)(c1ccc(NC(=O)c2ccc(Cl)c(Cl)c2)cc1)C(F)(F)F (centres undefined)
 : u	x	1.1%	7%	1%[9.22 µM]	8%	x
CCOc1ccc(Br)c(C2(O)CC(C)N(C)CC2C)c1 (centres undefined)
 : -5%[46.1 µM]	-1%	0.0%	-3%	-5%	1%[11.4 µM]	33%[activator][38.3 µM]
CC(=O)OC1C(=O)[C@]2(C)C(O)CC3OC[C@]3(OC(C)=O)C2[C@@H](OC(=O)c2ccccc2)[C@]2(O)CC(O)C(C)=C1C2(C)C (some centres undefined)
 : x	0%	10.0%	x	x	x	-4%
CNCCc1cnc[nH]1
 : x	2%	2.9%&-0.4%	-8%	x	x	-3%&20%
N=C1c2ccccc2CN1NC(=O)C1CC1
 : 20%	0%	1.0%	7%	-17%	0%	-2%

2 records drawn at random from those above:
Second line of a record: NPSR antag	Luc counter	Epigenetic reg	CBFb-RUNX1 inh	HTT aggregate	L3MBTL1 inh	IMPase Li cell
CCOC(=O)C(O)(c1ccc(NC(=O)c2ccc(Cl)c(Cl)c2)cc1)C(F)(F)F (centres undefined)
 : u	x	1.1%	7%	1%[9.22 µM]	8%	x
Cc1ccc(N2C(=O)CC(=O)NC2=O)cc1
 : -11%[46.1 µM]	-5%	-0.7%	5%	13%	x	-15%[38.3 µM]

Full records, quoted from the list.
Record of CC(Cc1cccc(C(F)(F)F)c1)NCCCc1ccccc1 (centres undefined) → NPSR antag = x; Luc counter = x; Epigenetic reg = 6.3%; CBFb-RUNX1 inh = u; HTT aggregate = x; L3MBTL1 inh = x; IMPase Li cell = -7%
Record of CCOC(=O)C(O)(c1ccc(N(CC)C(=O)COc2ccccc2)cc1)C(F)(F)F (centres undefined) → NPSR antag = -39%; Luc counter = 2%; Epigenetic reg = 0.0%; CBFb-RUNX1 inh = -1%; HTT aggregate = 8%; L3MBTL1 inh = 2%; IMPase Li cell = 13%

Screens (PubChem BioAssay)

Not all compounds are listed; the hit share may differ from the screen's.
